PfM18AAP inh: PfM18AAP enzyme inhibition; recombinant PfM18AAP, H-Glu-NHMec fluorogenic cleavage; inhibition, % at 7.35 µM; actives 1.2% (n = 290,000);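 active = inhibition above the campaign mean inhibition over all tested compounds plus 3 SD, cut at about 28% in these data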;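 note: 0% = plate median of test compound wells and 100% = 2 mM ZnCl2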
NALP1 inh: blocks the NALP1 inflammasome reconstituted in yeast; inhibition, % at 10 µM; S. cerevisiae NALP1/ASC/caspase-1 growth, X-gal OD620, 72 h; actives 0.61% (n = 280,000); in the data active = inhibition mostly above about 24%, no sharp cut-off; inactive = mostly below about 32%; note: some compounds called inactive have numbers as strong as hits
GalR3 antag: antagonists of human GalR3; O60755; HEK293 GalR3-CNG cAMP membrane potential fluorescence; galR3 body fused to GalR1 C-terminus; inhibition, % at 3 µM; actives 0.44% (n = 360,000); AID 651719;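 active = inhibition above the screen-wide average plus 3 SD, cut at about 13% in these data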;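 note: forskolin and galanin both at EC90 stimulate the cells; cAMP rise reported by CNG channel membrane potential dye signal; 0% = forskolin plus galanin with DMSO and 100% = forskolin alone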
Target sequence (O60755 1-299 limits assumed): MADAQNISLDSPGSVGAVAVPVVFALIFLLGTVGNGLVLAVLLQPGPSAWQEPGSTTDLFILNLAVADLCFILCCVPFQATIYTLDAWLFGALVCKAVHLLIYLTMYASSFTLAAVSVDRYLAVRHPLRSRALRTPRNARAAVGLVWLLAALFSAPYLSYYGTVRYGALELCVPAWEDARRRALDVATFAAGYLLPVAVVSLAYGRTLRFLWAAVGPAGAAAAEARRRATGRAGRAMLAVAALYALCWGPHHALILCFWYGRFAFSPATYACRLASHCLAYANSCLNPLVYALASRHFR
OXTR potentiator: potentiators of human oxytocin receptor; P30559; CHO-OTR cells, Fluo-8 calcium fluorescence, potentiator mode; 0% = oxytocin EC15, 100% = EC100; activation, % at 3 µM; actives 0.061% (n = 320,000); AID 2445;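 active = activation above that plate's cutoff, the mean activation of tested compounds plus 3 SD, cut at about 6.6% in these data, passing the limit was not always enough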;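 note: 100% uses oxytocin at 75 nM as the full agonist control; some results filed as inactive read as strong as hits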
Target sequence (P30559 whole entry, looked up): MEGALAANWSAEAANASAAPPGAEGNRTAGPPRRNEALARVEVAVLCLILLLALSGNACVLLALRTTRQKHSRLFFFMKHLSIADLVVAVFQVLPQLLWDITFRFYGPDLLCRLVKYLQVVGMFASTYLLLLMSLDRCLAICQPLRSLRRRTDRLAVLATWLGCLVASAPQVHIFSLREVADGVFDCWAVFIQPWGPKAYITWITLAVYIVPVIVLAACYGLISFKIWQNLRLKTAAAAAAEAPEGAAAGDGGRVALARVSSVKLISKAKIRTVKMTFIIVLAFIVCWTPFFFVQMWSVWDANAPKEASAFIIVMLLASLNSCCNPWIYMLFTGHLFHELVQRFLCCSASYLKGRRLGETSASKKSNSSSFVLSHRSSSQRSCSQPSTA
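System: human OTR in CHO cells; Also added: sub-maximal oxytocin, roughly EC15; Timing: compound 6 min at room temperature before oxytocin, 100 s read; Technique: Fluo-8 intracellular calcium fluorescence, ex 470-495, em 515-575 nm; Controls: oxytocin EC15 low and EC100 high; Replication: singlicate.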
MEKK2mut PB1 HTS: signal of MEK5 binding to mutant human MEKK2 PB1 domain | percent response, % at 10 µM | bead flow cytometry, Alexa488-MEK5 binding to MEKK2 mutant | actives 0.35% (n = 290,000) | AID 1530; in the data active = percent response above about 24%, passing the limit was not always enough; note: inactives centre near 1; some results filed as inactive read as strong as hits
GPR7 antag: blocks human GPR7 receptor signaling. inhibition, % at 4.4 µM. actives 1.1% (n = 290,000). P48145. GPR7-expressing cells, fluorescence antagonist assay; in the data active = inhibition above about 16%, passing the limit was not always enough;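 note: cells stimulated with the agonist NPW; 0% = agonist with vehicle and 100% = vehicle without agonist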
V1aR counter: counter-screen for oxytocin receptor agonists: human V1a receptor agonists. activation, % at 3 µM. P37288. CHO-V1R cells, Fluo-8 calcium fluorescence, agonist mode; 0% DMSO, 100% 3 nM vasopressin. actives 0.25% (n = 320,000);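 active = activation above the mean activation of all tested compounds plus 3 SD, per screening run, cut at about 20% in these data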;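 note: signal is peak over basal fluorescence ratio across a 100 second FLIPR read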
Target sequence (P37288 whole entry, looked up): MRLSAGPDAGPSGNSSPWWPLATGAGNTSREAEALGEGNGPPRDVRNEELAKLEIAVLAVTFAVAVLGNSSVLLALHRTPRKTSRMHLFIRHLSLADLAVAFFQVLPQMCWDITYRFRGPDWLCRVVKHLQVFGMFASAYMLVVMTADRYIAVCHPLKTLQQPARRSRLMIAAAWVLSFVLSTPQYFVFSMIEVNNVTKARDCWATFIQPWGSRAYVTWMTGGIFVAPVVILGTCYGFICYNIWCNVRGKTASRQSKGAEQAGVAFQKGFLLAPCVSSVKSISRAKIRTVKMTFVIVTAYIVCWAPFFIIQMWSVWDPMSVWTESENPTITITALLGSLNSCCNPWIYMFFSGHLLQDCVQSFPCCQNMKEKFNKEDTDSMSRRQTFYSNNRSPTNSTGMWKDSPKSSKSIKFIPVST
MEKK2wt PB1 HTS: raises or lowers MEK5 binding to wildtype human MEKK2 PB1 domain. bead flow cytometry, Alexa488-MEK5 binding to MEKK2 WT; actives lie on both sides. AID 1531. actives 1.1% (n = 290,000). Q9Y2U5. binding response (% of control), % at 10 µM; in the data active = binding response below about 67% or above about 130%
OXTR ag: human OXTR agonism; CHO-OTR cells, Fluo-8 calcium fluorescence; normalized: DMSO 0%, oxytocin 100%; activation, % at 3 µM; actives 0.32% (n = 320,000); AID 2435;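 active = activation above the mean of all tested compounds plus 3 SD, cutoff set per screening run, cut at about 20% in these data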;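 note: peak over basal fluorescence ratio from a 100 s FLIPR kinetic read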
* = called active by the depositor; / = no result given.

SMILES	PfM18AAP inh	NALP1 inh	GalR3 antag	OXTR potentiator	MEKK2mut PB1 HTS	GPR7 antag	V1aR counter	MEKK2wt PB1 HTS	OXTR ag
Cc1[nH]c2ccccc2c1C(=O)C(=O)NCCC1=CCCCC1	-8.1	1.1	-4.2	-5.7	0.0	-6.9	0.3	104.0	1.6
CC1=NN(c2ccccc2)C(=O)C1C(=O)c1ccccc1 (configuration not stated)	3.5	10.7	-3.9	-2.5	15.0	-5.0	-1.1	106.0	-1.2
Cc1cc(C)cc(NC(=S)N2CCN(c3ncccn3)CC2)c1	8.1	29.7	-3.0	-3.4	8.0	-1.2	-0.1	104.0	-1.1
O=C(CSc1nnc(CNc2ccc(F)cc2)n1Cc1ccccc1)N1CCOCC1	3.5	-5.5	1.6	-14.1	3.0	2.7	1.9	104.0	0.3
CC(C)(C)OC(=O)N1CCC(CC2CC(c3cccc(Br)c3)=NO2)(C(=O)NCC2CCCCC2)CC1 (configuration not stated)	0.7	19.6	-2.6	-9.1	1.0	-16.3	1.0	108.0	-0.4
COc1cccc(C(=O)NC2=NCCS2)c1OC	-4.9	19.3	-1.5	-9.6	6.0	-8.3	0.2	111.0	0.5
CC(=O)Nc1cccc(NC(=O)C2CCCN2C(=O)Nc2ccc(C)cc2)c1 (configuration not stated)	-1.4	9.7	-0.4	-6.4	0.0	-6.9	-0.5	103.0	-0.9
O=C(NCc1ccccc1CN1CCCC1)c1cccc(S(=O)(=O)N2CCOCC2)c1	/	/	-4.2	-6.6	/	/	0.5	/	2.3
O=C(OCC(=O)N1CCc2ccccc21)[C@@H]1CCCN1S(=O)(=O)c1ccccc1F	/	/	-5.5	-6.1	/	/	1.5	/	-1.1
CC(C)N(C(=O)CN(C#N)c1nc(N(C)C)nc(N(C)C)n1)c1ccccc1	-2.3	8.2	-4.2	0.0	-8.0	6.0	-0.6	93.0	-0.2
Cc1ccccc1NC(=S)N(CCCN1CCOCC1)Cc1ccccn1	3.3	4.7	-1.5	-10.8	1.0	-10.3	-0.9	100.0	0.0
CC[N+]1=C(C)C(C)(C)c2cc(C)ccc21	-12.5	7.2	-5.0	-4.1	-3.0	0.8	22.8*	77.0	13.7
CCOC(=O)c1cn(CC)c2cc(N3CCN(C)CC3)c(F)cc2c1=O	-0.4	18.2	-3.6	-4.9	0.0	6.6	0.2	100.0	1.8
COc1cc(OC)c(C2Nc3cccc4cccc(c34)N2)c(OC)c1	5.8	28.0	-11.7	/	2.0	23.6	/	103.0	/
COCCNc1nc2sc3c(c2c(=O)n1Cc1ccco1)CCCCC3	-10.6	25.4	-3.2	3.0	-1.0	-9.2	-0.7	101.0	-1.0
CCOC(=O)C1CCCN(C(=O)C(C)Oc2ccc(Cl)cc2Cl)C1 (configuration not stated)	-6.3	3.2	/	-0.4	0.0	-15.0	-0.9	99.0	-0.9
Cc1cccc(N2CCN(C3=NC(=O)C(=C4CCCCC4)S3)CC2)c1	7.3	-11.9	-4.8	-16.2	-7.0	-7.4	5.2	86.0	5.1
CC(C)CNC(=O)c1cccc(C(=O)NCC(C)C)c1	-4.1	34.1	-7.2	-2.3	4.0	-3.0	-0.6	106.0	-0.8
CNC[C@H]1Oc2c(NS(=O)(=O)c3ccccc3)cccc2C(=O)N([C@H](C)CO)C[C@@H]1C	/	/	-3.0	4.1	/	/	1.8	/	0.7
CCO[C@H]1c2c(ccc3ccc(=O)oc23)OC(C)(C)[C@@H]1O	/	/	-3.8	-5.7	/	/	0.7	/	1.4
COc1ccc([C@H]2CC(=O)C=C(c3ccc(SC)cc3)C2)cc1OC	/	/	4.5	-5.4	/	/	2.1	/	2.0
Cc1ccc(S(=O)(=O)N2CCN(CC(=O)Nc3ccc4c(c3)CCC4)CC2)cc1C	4.7	22.2	5.1	-12.3	0.0	-3.0	-0.2	101.0	-1.2
C=CCOc1c(CNn2cn[nH]c2=S)cccc1OC	25.6	-16.1	1.5	-2.6	0.0	1.9	-0.5	93.0	-0.8
CC1CCN(C(=O)c2cc(S(=O)(=O)N3CCCCC3)c[nH]2)CC1	1.3	19.4	3.9	-1.7	-1.0	26.5*	0.8	104.0	-0.4
FC(F)(F)c1nc(-c2cccnc2)ncc1-c1nnnn1-c1ccccc1	3.3	4.7	4.0	-14.5	-1.0	-4.8	6.0	99.0	5.3
CCOC(=O)Cc1csc(SCC(=O)Nc2nccs2)n1	/	/	-1.3	-2.5	/	/	-0.9	/	-0.4
Clc1ccc(-c2nnc(-c3ccco3)nc2N2CCCCC2)cc1	3.2	8.9	-6.2	6.1	-2.0	-10.6	-1.2	94.0	-2.2
COc1ccccc1NCCC(=O)O	11.5	/	-5.3	-0.7	2.0	-13.6	1.5	105.0	-0.2
Cc1cc(N2CC(C(=O)O)CC2=O)ccc1Br (configuration not stated)	5.3	9.0	0.3	-3.3	19.0	-4.9	0.7	111.0	1.0
COc1ccc(C(=O)CN2C(=O)NC3(CCc4ccccc43)C2=O)c(OC)c1 (configuration not stated)	/	/	-3.9	-4.3	/	/	0.6	/	0.8
Cc1cccc(N2CCN(C(=O)[C@H](C)N3C(=O)C4CC=CCC4C3=O)CC2)c1C (some centres not stated)	/	/	-4.4	-10.2	/	/	5.8	/	4.0
CN(C)S(=O)(=O)c1cccc(NC(=O)COC(=O)c2c[nH]c(=O)[nH]c2=O)c1	1.2	5.5	-4.3	-6.4	0.0	-2.1	1.0	110.0	-0.4
O=C(COc1ccccc1)NC(=S)N1CCc2ccccc21	-1.7	19.8	-3.0	1.4	-3.0	-8.8	-0.8	92.0	-1.8
COc1ccccc1NC(=O)C1=C(C)NC(SCC(=O)c2ccccc2)=C(C#N)C1c1ccco1 (configuration not stated)	-6.2	0.2	/	/	-10.0	-4.2	/	90.0	/
COc1ccccc1N1C(=O)C2C3C=CC(CC3)C2C1=O (configuration not stated)	-3.8	-2.4	-7.1	4.0	6.0	-4.8	1.4	112.0	0.4
CCN(C(=O)COC(=O)/C=C/c1cccc(Cl)c1)c1c(N)n(Cc2ccccc2)c(=O)[nH]c1=O	/	/	-4.5	5.1	/	/	0.2	/	1.3
O=C(NN1CCN(Cc2ccccc2)CC1)c1ccc(Cl)cc1	-6.0	4.2	-6.6	-9.7	-3.0	-6.1	0.8	98.0	-0.8
CCN(CC)c1ccc(N2C(=O)/C(=C/c3ccccn3)SC2=S)cc1	5.7	2.4	0.3	-1.9	-6.0	-2.0	-0.1	97.0	-0.6
O=Cc1cn(CC(O)Cn2cc(C=O)c3ccccc32)c2ccccc12	-6.4	6.7	-6.0	-6.5	4.0	0.9	0.9	105.0	0.7
O=C(CN1CCC(O)(c2ccccc2F)CC1)NCCc1c[nH]c2ccccc12	0.3	-19.2	-1.2	-6.2	8.0	13.4	3.0	112.0	5.7

Compounds from the list above that contain a COOH group, in the order listed:
SMILES	PfM18AAP inh	NALP1 inh	GalR3 antag	OXTR potentiator	MEKK2mut PB1 HTS	GPR7 antag	V1aR counter	MEKK2wt PB1 HTS	OXTR ag
COc1ccccc1NCCC(=O)O	11.5	/	-5.3	-0.7	2.0	-13.6	1.5	105.0	-0.2
Cc1cc(N2CC(C(=O)O)CC2=O)ccc1Br (configuration not stated)	5.3	9.0	0.3	-3.3	19.0	-4.9	0.7	111.0	1.0

Next results follow.
SMILES	PfM18AAP inh	NALP1 inh	GalR3 antag	OXTR potentiator	MEKK2mut PB1 HTS	GPR7 antag	V1aR counter	MEKK2wt PB1 HTS	OXTR ag
COc1cccc(NC(=O)CCN2CCC(C(N)=O)CC2)c1	-2.6	15.9	-2.2	-3.8	-4.0	-12.8	-0.4	97.0	0.7
COc1cc([N+](=O)[O-])ccc1NC(=O)Oc1ccc(NC(C)=O)cc1	-0.3	8.6	-7.9	-6.5	4.0	-3.0	1.9	98.0	0.4
Cc1ccc(CC(=O)Nc2cccc(S(=O)(=O)N3CCOCC3)c2)cc1	-4.8	19.4	-3.1	-8.1	7.0	-0.3	5.8	109.0	4.8
CCC(=O)Nc1sc2c(c1C#N)CCCCC2	-10.6	18.7	-4.3	6.5	-3.0	10.2	0.4	92.0	-3.0
Cc1cc(N2CCN(c3cccc(C)c3C)CC2)nc(-c2ccccc2)n1	-0.9	-54.7	3.3	-10.2	-2.0	-21.2	-0.8	93.0	-1.0
O=C(O)COc1c(F)c(F)c(C(F)(F)F)c(F)c1F	/	13.6	-3.3	-1.0	-1.0	/	0.6	102.0	0.8
CN(C)c1cccc2c(S(=O)(=O)N3CCCC3)cccc12	5.1	18.1	-9.5	-17.4	5.0	-22.5	0.0	99.0	-1.5
COc1cc(NC(=O)C2CCN(S(=O)(=O)c3cccnc3)CC2)cc(OC)c1OC	-3.7	3.5	2.3	1.5	25.0*	-2.5	-0.1	114.0	-0.2
CC1CC(C)CN(C(=O)CCNS(=O)(=O)c2ccc3c(c2)CCC(=O)N3)C1 (configuration not stated)	1.1	22.2	0.7	-7.8	-1.0	-9.3	1.9	94.0	-0.2
CCN(CC(=O)N1CCC(C)CC1)S(=O)(=O)c1ccc(C)cc1	1.4	6.4	-1.2	-12.0	6.0	-6.4	2.5	101.0	0.7
COCCN(C(=O)CCC(=O)Nc1nccs1)C(C(=O)NC(C)(C)C)c1ccc(F)cc1 (configuration not stated)	3.8	8.7	-8.0	-0.7	1.0	1.6	-0.2	99.0	0.9
CC1CCc2c(sc3nc(CN4CCOCC4)nc(N4CCc5ccccc5C4)c23)C1 (configuration not stated)	-6.1	10.8	-10.8	-5.6	-2.0	2.5	0.5	94.0	-1.0
COc1cccc(C(=O)Nc2ccc(C3CC3(Cl)Cl)cc2)c1 (configuration not stated)	4.3	1.2	-0.1	-8.0	-7.0	-5.0	3.7	103.0	0.7
CN1CCN(CC(=O)Nc2cc(N(C)C)nc3ccccc23)CC1	-0.3	2.4	4.0	0.0	1.0	-6.8	2.0	102.0	1.3
CC(=O)Nc1ccc(-c2csc(NC(=O)C3CCN(S(=O)(=O)c4cccs4)CC3)n2)cc1	-4.1	7.7	-1.3	-2.4	-1.0	-6.8	1.1	100.0	-0.1
CCc1cccc(CC)c1NC(=O)CSc1nc2ccc(N3C(=O)C4C5C=CC(C5)C4C3=O)cc2s1 (configuration not stated)	5.0	26.2	-4.0	-13.5	-1.0	0.2	8.0	89.0	6.3
Cn1c(-c2ccc3c(c2)OCO3)cnc1NCc1ccccc1	21.1	5.0	-5.3	-17.6	-5.0	13.1	-0.2	92.0	-0.5
CC(C)n1c(SCC(=O)Nc2ccc(N3CCOCC3)cc2)nnc1-c1ccco1	-0.4	2.7	-10.6	-2.0	-1.0	-7.4	0.6	105.0	0.4
CCc1ccccc1NC(=S)NCCSc1ccc(Cl)cc1	-8.0	3.9	3.9	-9.2	-12.0	-4.2	1.8	80.0	1.9
Cc1ccc(C(=O)Nc2ccccc2N2CCCC2)s1	/	/	-1.4	9.0	/	/	-0.1	/	-2.0
CC(C)(C#N)NC(=O)C(=O)c1c(-c2ccccc2)cc2ccccn12	-9.0	/	-3.6	-12.7	18.0	-15.9	-0.6	112.0	-1.3
COc1ccc(OC)c(NC(=O)CSc2nnc(CNC(=O)COc3ccc(Cl)cc3)o2)c1	4.6	-6.9	-0.1	-6.2	1.0	0.1	8.8	108.0	3.1
CCCCNC(=O)N(O)C1N(/N=C/c2cccnc2)C(=S)SC1(C)C (configuration not stated)	-8.7	/	5.4	-0.1	-29.0	-8.0	0.1	97.0	-1.1
O=c1[nH]n(-c2ccccc2Cl)c(=O)c2ccccc12	-0.7	0.8	-2.0	-1.8	5.0	-5.3	0.5	101.0	-0.1

Source: PubChem (several laboratories)
